MRP resist rev = compounds reversing MRP-mediated drug resistance | differential viability (reversal), % at 10 µM | AID 602 | hit rate 0.04% among 85,000 | H69AR cells + 2 uM doxorubicin, CellTiter-Glo, 72 h;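 active means viability drop by adding the cancer drug above about 55%, with treated viability meeting a 40% cutoff, limit read from the data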;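 further: viability without doxorubicin minus viability with 2 µM doxorubicin for each compound; larger differential means the compound sensitizes cells more to doxorubicin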
IL1B NFkB inh = blocks IL-1B driven NFkB nuclear translocation in HUVEC cells | AID 796 | HUVEC IL-1B NFkB p65 nuclear translocation imaging | hit rate 0.43% among 94,000 | inhibition, % at 2 µM;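 active means inhibition above about 30% together with a positive call from visual inspection of the well image, limit read from the data; inconclusive means inhibition above a set limit but visual check negative; inactive means inhibition not above a set limit, visual check negative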;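 further: nuclear over cytoplasmic p65 intensity ratio measured by imaging; 0% = IL-1B stimulated DMSO wells and 100% = unstimulated DMSO wells; values of inactives mirror those of a sister screen read the other way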
Bcl-B TR3 displacers = displacers of TR3 peptide from Bcl-B, primary screen, selectivity assay for Bfl-1 inhibitor project, biochemical, fluorescence polarization | hit rate 0.11% among 96,000 | one-dose displacement, % at 20 µM; IC50 in µM for titrated hits | FP displacement of FITC-TR3 peptide from Bcl-B; higher % means a stronger effect;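 active means displacement above 50% at 20 µM plus a fluorescence interference ratio under 1.5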;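 further: plate controls were wells without compound for no effect and wells lacking Bcl-B protein for full effect; a part of the inactive calls stands beside numbers as strong as those of hits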
PLAP inhibition = inhibition of human placental alkaline phosphatase – biochemical, luminescence, HTS (AID 690). purified PLAP, luminescent substrate; higher % means a stronger effect. inhibition, % at 20 µM, or IC50 in µM where a hit was titrated. hit rate 0.08% among 96,000; in the data active means a potency from the dose series; inactive means the rest, 99 in 100 with inhibition below about 30%; further: strong numbers were not always called active
IL1B NFkB pot = enhances IL-1B driven NFkB nuclear translocation. activation, % at 2 µM. hit rate 0.3% among 94,000. HUVEC IL-1B NFkB p65 nuclear translocation imaging;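 active means activation above 40%, about the mean plus 3 SD, also judged a hit on visual image review; inconclusive means activation above 40% but not a hit on visual review; inactive means activation not above 40% and no visual hit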;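 further: percent activation is computed from the nuclear over cytoplasmic p65 intensity ratio; values of inactives mirror those of a sister screen read the other way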
MRP resist rev cytotoxicity = also measured in MRP resist rev; calls as there; viability, %; H69AR cells, CellTiter-Glo, 72 h; measured here: cytotoxicity without doxorubicin
MRP resist rev with doxorubicin = recorded beside MRP resist rev, whose call it bears; viability, %; measured here: viability with 2 uM doxorubicin; stronger effect = lower value
IL1B NFkB inh cell count 2 µM = recorded beside IL1B NFkB inh, whose call it bears; cell count; measured here: cells passing quality filter;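 raw number of nuclei counted in each imaged well without normalization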
IL1B NFkB pot cell count 2 µM = recorded beside IL1B NFkB pot, whose call it bears; cell count; measured here: cells passing quality filter
The depositor's hits bear a star; ? = inconclusive; . = not tested or not shown.

SMILES | MRP resist rev | MRP resist rev cytotoxicity | MRP resist rev with doxorubicin | IL1B NFkB inh | IL1B NFkB inh cell count 2 µM | Bcl-B TR3 displacers | PLAP inhibition | IL1B NFkB pot | IL1B NFkB pot cell count 2 µM
CC(C)c1ccc(NC(=O)C(c2ccccc2)N2CCC3(CC2)OCCO3)cc1 (configuration not stated) | 14 | 107 | 92 | -5 | 152 | -3% | -50% | 5 | 152
Cc1ccc(C(=O)Oc2csc(=S)n2C(=O)c2ccc(C)cc2)cc1 | 6 | 100 | 94 | 4 | 158 | -7% | 12% | -4 | 158
Cc1c(NC(=O)CSc2nc3ccc(Cl)cc3[nH]2)c(=O)n(-c2ccccc2)n1C | 15 | 105 | 90 | 4 | 164 | 9% | -101% | -4 | 164
Oc1ccc(/C=C/c2nc(-c3ccccc3O)n(-c3ccccc3)n2)cc1 | . | . | . | -10 | 165 | -2% | -1% | 10 | 165
COC(=O)c1ccccc1NC(=O)NC1CCN(Cc2ccccc2)CC1 | -42 | 59 | 101 | -9 | 134 | 1% | -28% | 9 | 134
CCC1CCCCN1Cc1ccc(OC)c(C)c1C (configuration not stated) | -1 | 77 | 78 | -17 | 46 | 10% | 11% | 17 | 46
COc1ccc(N(CC(O)CN2C(=O)NC(C)(C)C2=O)S(=O)(=O)c2ccccc2)cc1 (configuration not stated) | 8 | 93 | 85 | 12 | 133 | 6% | 16% | -12 | 133
C=CCN(c1ccccc1)S(=O)(=O)c1cccc(C(=O)O)c1 | 6 | 100 | 94 | 7 | 64 | 3% | -12% | -7 | 64
O=C(Cn1nnc2ccccc2c1=O)NC1CCCc2ccccc21 (configuration not stated) | 4 | 96 | 92 | -3 | 157 | -4% | 1% | 3 | 157
COCC(C)n1c(C)cc(C(=O)CSc2nnc(Nc3ccccc3F)s2)c1C (configuration not stated) | 0 | 77 | 77 | -16 | 160 | -20% | -45% | 16 | 160
COc1ccc(NC(=O)c2ccccc2NC(=O)COc2ccccc2)cc1 | 4 | 85 | 81 | -9 | 142 | -11% | 5% | 9 | 142
COc1ccc(C(=O)COC(=O)CNC(=O)C2CCCCC2)c(OC)c1 | 1 | 97 | 97 | 15 | 145 | -5% | 6% | -15 | 145
O=C(OCC(=O)N1CCCC1)c1ccccc1OCc1ccccc1 | 7 | 81 | 73 | -24 | 153 | -4% | 6% | 24 | 153
CC1(C)CC(=O)C2=C(C1)NC(SCC(=O)Nc1ccccc1)=C(C#N)C2c1ccco1 (configuration not stated) | 19 | 70 | 51 | -14 | 153 | -1% | -2% | 14 | 153
Cc1cccc(N2C(=O)C(Cl)=C(Nc3c(C)n(C)n(-c4ccccc4)c3=O)C2=O)c1C | -16 | 51 | 67 | -6 | 45 | 6% | -91% | 6 | 45
CCOc1ccc(C2=CS/C(=C(\C#N)c3nnc4n3CCCCC4)N2CC)cc1 | -2 | 86 | 88 | -15 | 130 | -6% | -35% | 15 | 130
Cc1ccc(CN(C(=O)c2sc3ccccc3c2Cl)C2CCS(=O)(=O)C2)cc1 (configuration not stated) | -25 | 18 | 44 | -8 | 140 | . | . | 8 | 140
Cc1ccc(NC(=O)c2ccc(CSc3ccccn3)cc2)cc1 | . | . | . | -2 | 165 | -9% | 31% | 3 | 165
COc1ccc(C(=O)Nc2ccc(Cl)cc2C(=O)N2CCCC(C)C2)cc1 (configuration not stated) | . | . | . | -10 | 119 | -6% | 3% | 10 | 119
Cc1cccc(NCN2C(=O)C3C4C=CC(C4)C3C2=O)c1 (configuration not stated) | 1 | 93 | 92 | -6 | 214 | -4% | -3% | 7 | 214
Cc1ccc2cccc(S(=O)(=O)Nc3c(C)n(C)n(-c4ccccc4)c3=O)c2n1 | 8 | 87 | 79 | -36 | 156 | 0% | -6% | 36 | 156
Cc1cccc(-c2oc(C)c(C)[n+]2[O-])c1 | 43 | 93 | 51 | -5 | 175 | 3% | 4% | 5 | 175
CCOc1ccccc1NC(=O)C1CCCN(S(=O)(=O)c2cccc3nsnc23)C1 (configuration not stated) | . | . | . | 3 | 110 | -6% | -6% | -3 | 110
Cc1ccc(C)c(-c2nnc(OCC(=O)Nc3cc(C)on3)c3ccccc23)c1 | 0 | 91 | 92 | 10 | 120 | -5% | -36% | -10 | 120
Cc1nnsc1NC(=O)OCc1ccc(C(C)(C)C)cc1 | . | . | . | 5 | 117 | -5% | 11% | -5 | 117

Remaining list, next part:
SMILES | MRP resist rev | MRP resist rev cytotoxicity | MRP resist rev with doxorubicin | IL1B NFkB inh | IL1B NFkB inh cell count 2 µM | Bcl-B TR3 displacers | PLAP inhibition | IL1B NFkB pot | IL1B NFkB pot cell count 2 µM
CCC(=O)N1CCc2cc(Br)cc(S(=O)(=O)CCC(=O)NCC3CCCO3)c21 (configuration not stated) | 3 | 93 | 90 | 6 | 142 | 12% | -1% | -6 | 142
CN(C(=O)CSc1ccccc1C(=O)O)C1CCCCC1 | . | . | . | -24 | 168 | 15% | -5% | 24 | 168
COCCCNC(=O)CCc1nc2cccnc2n1Cc1ccc(OC)cc1 | 12 | 92 | 79 | -8 | 142 | 2% | -26% | 8 | 142
CC1CC(N(C(=O)c2ccco2)c2ccccc2)c2ccccc2N1C(=O)c1ccco1 (configuration not stated) | 0 | 74 | 74 | 0 | 181 | 1% | -66% | -1 | 181
Cc1ccc(OC(=O)c2ccc3snnc3c2)cc1 | . | . | . | -14 | 135 | -4% | -10% | 15 | 135
Cc1ccc(C(=O)O)cc1NC(=S)NC(=O)Cc1ccccc1 | . | . | . | 3 | 51 | 0% | -10% | -3 | 51
O=S(=O)(NCc1cn2ccccc2n1)c1cc(F)ccc1F | 7 | 93 | 86 | 15 | 110 | . | . | -15 | 110
Cc1ccc(N2C(N)=C(C#N)C(c3ccsc3)C3=C2CC(C)(C)CC3=O)cc1 (configuration not stated) | 12 | 48 | 36 | 4 | 55 | -20% | 2% | -4 | 55
COc1ccc(C(=O)NCCn2ccc3ccccc32)c(OC)c1 | 11 | 95 | 84 | -8 | 114 | 14% | -61% | 8 | 114
CCCC1Cc2c(sc3ncnc(N)c23)CO1 (configuration not stated) | 7 | 83 | 77 | -12 | 84 | 0% | 24% | 12 | 84
CCOC(=O)c1ccc(NS(=O)(=O)c2cc(-c3nnnn3CC)ccc2OC)cc1 | 24 | 63 | 38 | 7 | 132 | . | . | -7 | 132
COc1ccc(C2C(C(=O)NCc3ccco3)CCC(=O)N2c2ccc(OC)cc2)cc1 (configuration not stated) | 0 | 78 | 79 | -33 | 146 | -15% | -19% | 33 | 146
COc1ccc(O)c(C=Nc2cc(C)on2)c1 | -38 | 49 | 86 | 4 | 126 | -4% | 13% | -4 | 126
Cc1cc(NC(=O)c2cccs2)n(-c2ccccc2)n1 | 3 | 91 | 88 | -12 | 176 | 1% | 6% | 12 | 176
Cc1ccc(/C=N/NC(=O)Cn2nc(C)c(Br)c2C)o1 | 9 | 102 | 93 | 5 | 176 | -1% | 0% | -5 | 176
CC1CCCCC1NC(=O)CSc1nnc(COc2ccccc2Cl)o1 (configuration not stated) | 9 | 90 | 80 | -8 | 111 | 16% | -8% | 8 | 111
O=C(c1ccco1)N1CCN(c2nc(-c3ccc(F)cc3)cs2)CC1 | -3 | 98 | 101 | 1 | 155 | -25% | 5% | -1 | 155
CCOc1ccc(N(CC(=O)Nc2cccc(OC)c2)S(=O)(=O)c2c(C)noc2C)cc1 | 0 | 72 | 72 | 50* | 65* | -10% | -76% | -49 | 65
CCN(C(=O)c1cc(Cl)ccc1OC)c1ccccc1 | -12 | 88 | 100 | -8 | 144 | -5% | -8% | 8 | 144
O=C1CC(N2CCN(C/C=C/c3ccccc3)CC2)C(=O)N1Cc1cccs1 (configuration not stated) | 9 | 98 | 89 | -1 | 187 | -5% | -48% | 1 | 187
COc1ccc(NC(=O)Cn2c(=O)n(CC(=O)NCc3ccco3)c(=O)c3ccccc32)cc1 | . | . | . | -1 | 124 | -4% | 14% | 1 | 124
CSc1nc(N)nc(-c2cccs2)c1C#N | . | . | . | -10 | 173 | -4% | 25% | 10 | 173
O=c1[nH]cnc2c1sc1nc3c(c(-c4ccc(Cl)cc4)c12)CCC3 | . | . | . | 8 | 186 | 0% | 11% | -8 | 186
CCOC(=O)CCCSc1nc2sc3c(c2c(=O)[nH]1)CCC3 | 8 | 93 | 86 | 6 | 151 | 2% | -4% | -6 | 151
CCNC(=O)CN(CCc1ccccc1)S(=O)(=O)c1ccc(OC)cc1 | -1 | 84 | 85 | 6 | 175 | 5% | -63% | -6 | 175

Next section.
SMILES | MRP resist rev | MRP resist rev cytotoxicity | MRP resist rev with doxorubicin | IL1B NFkB inh | IL1B NFkB inh cell count 2 µM | Bcl-B TR3 displacers | PLAP inhibition | IL1B NFkB pot | IL1B NFkB pot cell count 2 µM
CCCCNC(=O)NNC(=O)c1ccoc1C | . | . | . | -2 | 152 | -4% | -6% | 3 | 152
Cc1ccn(C(=O)c2ccc(NC(=O)C3CCCCC3)cc2)n1 | 4 | 85 | 82 | -7 | 85 | -6% | -20% | 7 | 85
O=C(CN1C(=O)NC2(CCSC2)C1=O)N1CCN(c2ccc(F)cc2)CC1 (configuration not stated) | 20 | 84 | 64 | 8 | 119 | 10% | 21% | -8 | 119
CC(C)CNC(=O)COc1ncnc2ccccc12 | 5 | 106 | 101 | -7 | 68 | 2% | 1% | 7 | 68
CC(OC(=O)c1cc(=O)[nH]c2ccccc12)c1ccccc1 (configuration not stated) | 10 | 105 | 95 | -6 | 138 | -9% | 7% | 6 | 138
CC1CC(C)CN(C(=O)c2ccccc2Nc2ccc(SC(F)F)cc2)C1 (configuration not stated) | 0 | 95 | 95 | -7 | 96 | -4% | -4% | 7 | 96
CC(C)CN1C(=O)C(=O)N(CC(=O)NCc2ccc3c(c2)OCO3)C1=O | -9 | 90 | 98 | -1 | 179 | 8% | 18% | 1 | 179
COc1ccccc1C(=O)Nc1cc2ccccc2oc1=O | -16 | 32 | 48 | -9 | 150 | -3% | -3% | 9 | 150
O=C(CSc1ncnc2c1oc1ccccc12)Nc1ccccc1C(F)(F)F | -2 | 84 | 86 | . | . | 1% | 5% | . | .
COC(=O)c1c(CSc2ccc(Cl)cc2)noc1C(=O)NCc1ccco1 | . | . | . | 4 | 74 | 0% | 2% | -4 | 74
O=S(=O)(c1ccc(NCC2CCCCC2)nc1)N1CCOCC1 | -5 | 103 | 109 | -22 | 192 | -3% | 5% | 22 | 192
CC(C)c1ccc(OCC(=O)Nc2cccc3c2CCCC3)cc1 | . | . | . | -7 | 163 | -6% | 0% | 7 | 163
COc1cc(OC)cc(-c2cc3nc(C)cc(N4CCN(C(=O)c5ccco5)CC4)n3n2)c1 | . | . | . | -42 | 142 | 4% | 1% | 43* | 142*
CC1CCc2c(sc(NC(=O)Cn3nc(C(F)(F)F)c4c3CCCCC4)c2C#N)C1 (configuration not stated) | . | . | . | -60 | 144 | 0% | -14% | ? | .

Laid out differently: 7 of the compounds above
Screens in order – MRP resist rev, MRP resist rev cytotoxicity, MRP resist rev with doxorubicin, IL1B NFkB inh, IL1B NFkB inh cell count 2 µM, Bcl-B TR3 displacers, PLAP inhibition, IL1B NFkB pot, IL1B NFkB pot cell count 2 µM
- CC(C)CNC(=O)COc1ncnc2ccccc12
    5, 106, 101, -7, 68, 2%, 1%, 7, 68
- CC(OC(=O)c1cc(=O)[nH]c2ccccc12)c1ccccc1 (configuration not stated)
    10, 105, 95, -6, 138, -9%, 7%, 6, 138
- CC1CC(C)CN(C(=O)c2ccccc2Nc2ccc(SC(F)F)cc2)C1 (configuration not stated)
    0, 95, 95, -7, 96, -4%, -4%, 7, 96
- CC(C)CN1C(=O)C(=O)N(CC(=O)NCc2ccc3c(c2)OCO3)C1=O
    -9, 90, 98, -1, 179, 8%, 18%, 1, 179
- COc1ccccc1C(=O)Nc1cc2ccccc2oc1=O
    -16, 32, 48, -9, 150, -3%, -3%, 9, 150
- O=C(CSc1ncnc2c1oc1ccccc12)Nc1ccccc1C(F)(F)F
    -2, 84, 86, ., ., 1%, 5%, ., .
- COC(=O)c1c(CSc2ccc(Cl)cc2)noc1C(=O)NCc1ccco1
    ., ., ., 4, 74, 0%, 2%, -4, 74

Screens deposited in PubChem by several laboratories.

An excerpt. The share of hits here may be higher or lower than overall.
